OXTR agonist: activates the human oxytocin receptor. P30559. CHO-OTR cells, Fluo-8 calcium fluorescence; normalized: DMSO 0%, oxytocin 100%. activation, % at 3 µM. 320,000 compounds, 0.32% hits. AID 2435;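 active means activation above the mean of all tested compounds plus 3 SD, cutoff set per screening run, cut at about 20% in these data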;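 further: peak over basal fluorescence ratio from a 100 s FLIPR kinetic read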
TAAR1 antag: antagonists of human TAAR1. Q96RJ0. CHO RD-HGA16 TAAR1, Fluo-8 calcium fluorescence, antagonist. inhibition, % at 3 µM. 360,000 compounds, 1.5% hits. AID 624466;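 active means inhibition above a per-plate cutoff, the mean inhibition of test compounds on that plate plus 3 SD, cut at about 49% in these data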;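 further: 0% = DMSO plus EC80 beta-PEA response and 100% = DMSO alone without agonist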
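Test system – hTAAR1-expressing CHO RD-HGA16 cells, Gα16-coupled · Also added – β-PEA at EC80 concentration, post-compound challenge · Compound – 3 µM, single point · Incubation – dye loading 75 min at 37 °C, then 30 min room temperature · Measured by – Fluo-8 intracellular calcium dye fluorescence, real-time kinetic reads · Benchmarks – vehicle and agonist controls · Replicates – singlicate, one well per test compound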
V1R ag counter: counter-screen for oxytocin receptor agonists: human V1a receptor agonists; CHO-V1R cells, Fluo-8 calcium fluorescence, agonist mode; 0% DMSO, 100% 3 nM vasopressin; activation, % at 3 µM; 320,000 compounds, 0.25% hits; AID 2797;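 active means activation above the mean activation of all tested compounds plus 3 SD, per screening run, cut at about 20% in these data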;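 further: signal is peak over basal fluorescence ratio across a 100 second FLIPR read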
Target sequence (P37288 whole entry, looked up): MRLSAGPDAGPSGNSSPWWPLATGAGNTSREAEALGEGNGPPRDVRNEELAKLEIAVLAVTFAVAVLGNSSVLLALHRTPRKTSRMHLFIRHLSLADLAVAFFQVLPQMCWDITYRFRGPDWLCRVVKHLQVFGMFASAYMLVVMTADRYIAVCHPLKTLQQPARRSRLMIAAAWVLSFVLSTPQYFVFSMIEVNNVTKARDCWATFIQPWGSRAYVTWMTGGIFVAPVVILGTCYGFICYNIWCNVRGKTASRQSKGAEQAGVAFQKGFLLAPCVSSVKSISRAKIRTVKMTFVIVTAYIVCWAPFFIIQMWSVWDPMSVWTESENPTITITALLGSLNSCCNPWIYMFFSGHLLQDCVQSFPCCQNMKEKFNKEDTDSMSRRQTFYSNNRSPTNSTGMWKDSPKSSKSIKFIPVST
M1 ag: agonists of human M1 muscarinic receptor; P11229; CHO-K1 hM1, Fluo-8 calcium fluorescence, agonist mode; 0% DMSO, 100% acetylcholine EC100; activation, % at 3 µM; 360,000 compounds, 0.33% hits; AID 588814;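 active means activation above the run's mean compound activation plus 3 SD, cut at about 16% in these data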;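 further: peak over basal fluorescence ratio within a 140 s kinetic read after compound addition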
Target sequence (P11229 whole entry, looked up): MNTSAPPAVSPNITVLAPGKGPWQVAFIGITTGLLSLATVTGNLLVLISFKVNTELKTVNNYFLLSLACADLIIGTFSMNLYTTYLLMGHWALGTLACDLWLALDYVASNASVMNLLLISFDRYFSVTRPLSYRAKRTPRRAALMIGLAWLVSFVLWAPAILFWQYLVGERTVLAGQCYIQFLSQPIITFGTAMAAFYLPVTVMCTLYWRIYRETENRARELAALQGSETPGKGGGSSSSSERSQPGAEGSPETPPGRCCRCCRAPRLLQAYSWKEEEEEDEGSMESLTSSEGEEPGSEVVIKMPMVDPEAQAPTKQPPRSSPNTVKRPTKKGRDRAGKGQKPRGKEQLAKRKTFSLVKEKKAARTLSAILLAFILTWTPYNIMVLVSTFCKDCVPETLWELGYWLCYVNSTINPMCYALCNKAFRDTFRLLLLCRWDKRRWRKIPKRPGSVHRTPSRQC
CHO parental Ca: counter-screen: ATP calcium response change in parental CHO cells; parental CHO-K1, ATP-induced calcium, Fluo-8 fluorescence; inhibition, % at 5.6 µM; 330,000 compounds, 0.63% hits;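 active means inhibition above that plate's mean sample inhibition plus 3 SD, cut at about 26% in these data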;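 further: 0% = ATP-challenged DMSO wells and 100% = DMSO wells without ATP; some compounds past the cut are filed as inactive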
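material = parental CHO cells | also added = ATP as calcium-mobilizing challenge | dosing = single point at 5.6 µM | detection = intracellular calcium via Fluo-8 no-wash fluorescent dye | read-out = % inhibition | benchmarks = low control ATP plus DMSO, high control DMSO only | repeats = one well per compound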
M1 antag: human CHRM1 antagonism; P11229; CHO-K1 hM1, Fluo-8 calcium fluorescence, ACh EC80 antagonist; inhibition, % at 3 µM; 360,000 compounds, 1.3% hits;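 active means percent inhibition above its own plate's cutoff, namely the mean of that plate's compound wells plus 3 SD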;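 further: peak over basal fluorescence ratio during 140 s after agonist addition; 0% = ACh EC80 plus DMSO and 100% = DMSO alone without agonist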
TAAR1 agonist: agonists of human TAAR1. Q96RJ0. CHO RD-HGA16 TAAR1, Fluo-8 calcium fluorescence; vehicle wells 0%, saturating PEA agonist 100%. activation, % at 3 µM. 360,000 compounds, 0.99% hits. AID 624467;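 active means activation above the mean activation of all test compounds in the run plus 3 SD, cut at about 38% in these data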
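System: CHO RD-HGA16 cells carrying human TAAR1 plus Gα16; Incubation: 17-24 h seeding, 75 min 37 °C dye, 30 min RT; Measured by: Fluo-8 fluorescence, 5 s baseline then 140 s kinetic read; Control set: DMSO and PEA EC100; Replication: single well for each compound.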
CHRM1 PAM: human CHRM1 positive allosteric modulation; P11229; CHO-K1 hM1, Fluo-8 calcium fluorescence, ACh EC20; 0% = ACh EC20, 100% = maximal ACh; activation, % at 3 µM; 360,000 compounds, 0.088% hits; AID 588819; in the data active means activation above about 19%, passing the limit was not always enough
OXTR potentiate: potentiates the human oxytocin receptor response. CHO-OTR cells, Fluo-8 calcium fluorescence, potentiator mode; 0% = oxytocin EC15, 100% = EC100. activation, % at 3 µM. 320,000 compounds, 0.061% hits. AID 2445;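 active means activation above that plate's cutoff, the mean activation of tested compounds plus 3 SD, cut at about 6.6% in these data, passing the limit was not always enough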;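 further: 100% uses oxytocin at 75 nM as the full agonist control; some results filed as inactive read as strong as hits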
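Assay system: CHO cell line stably expressing human OTR. Reagent: EC15 oxytocin agonist. Dosing: single dose, 3.0 µM nominal final compound concentration. Timing: compound 6 min at room temperature before oxytocin, 100 s read. Signal: kinetic Fluo-8 calcium fluorescence. Controls: oxytocin EC15 low and EC100 high.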
* marks the source's active call; other numbers are inactive results; x = no result given. Random draw from the library, and some 3.7% of all compounds hit somewhere here.

Structure	OXTR agonist	TAAR1 antag	V1R ag counter	M1 ag	CHO parental Ca	M1 antag	TAAR1 agonist	CHRM1 PAM	OXTR potentiate
COc1ccc(CC(=O)Nn2c(-c3ccccc3)nc3ccccc3c2=O)cc1	2.2	12	1.7	-1	-10	-7	6	3	-9
CCOc1cc(S(=O)(=O)Nc2ncn[nH]2)ccc1Br	-0.2	-10	0.0	-2	-1	-2	3	5	-4
COCCCN1CC(=O)N2C(c3cccc(OC)c3)c3[nH]c4ccccc4c3C[C@H]2C1=O (stereo partly drawn)	0.8	1	6.3	-1	-20	-15	4	10	-18
Cn1c(SCC(=O)N2CCN(C(=O)c3ccco3)CC2)nnc1-c1ccc(NS(C)(=O)=O)cc1	0.1	-4	-0.1	-14	1	-6	1	9	1
CCN(CC)C(=O)C1=C(C)N(Cc2ccc(C(C)(C)C)cc2)C(=O)C(CC(=O)NCCN2CCOCC2)C1 (stereo not drawn)	x	-28	x	-7	x	-13	1	4	x
O=C1Nc2ccc(S(=O)(=O)NCc3ccccn3)c3cccc1c23	x	-16	x	-1	x	-6	1	-4	x
N#Cc1ccc(N2C(=O)[C@@H]3C(C(=O)c4ccc5ccccc5n4)=NN[C@@H]3C2=O)cc1	2.3	9	0.9	-3	-5	1	3	0	-5
COc1ccc(-n2nnnc2SCC(=O)NC2CC2)cc1	1.7	-8	0.6	0	-11	-9	1	6	-3
CN(Cc1cccc(Cl)c1)C(=O)C1CCC(=O)N(C2CC2)C1 (stereo not drawn)	0.0	-8	-0.2	-5	-6	-6	4	5	-4
O=C(COc1cccc(Oc2ccccc2)c1)Nc1ncccn1	5.0	-5	5.0	-2	-6	-11	8	8	-14
c1cc2c(cc1CN1CCOCC1)OCO2	0.2	-18	0.0	-6	-8	-6	2	11	-7
CCOC(=O)Cc1csc(NC(=O)COc2ccc3c(C)cc(=O)oc3c2)n1	0.2	12	1.7	-4	0	-4	9	3	-3

The list continues:
Structure	OXTR agonist	TAAR1 antag	V1R ag counter	M1 ag	CHO parental Ca	M1 antag	TAAR1 agonist	CHRM1 PAM	OXTR potentiate
C=CCn1c(SCc2c(F)cccc2Cl)nnc1-c1ccco1	-1.4	3	-0.5	-3	-17	4	7	-5	1
CCn1c(CC(=O)Nc2ccccc2)nnc1SCC(=O)Nc1nncs1	-0.4	-18	0.3	-6	3	-8	-1	8	-10
COc1ccc(C(=O)N2CCc3ccccc32)cc1S(=O)(=O)N1CCOCC1	1.4	16	0.7	-2	-16	-3	-2	1	-3
CN(Cc1c(C(=O)N(C)Cc2ccccc2)nc2ccccn12)CC1Cc2ccccc2O1 (stereo not drawn)	-2.2	32	-0.9	-5	-42	13	9	-9	-11
CC(NC(=O)c1cc2cc(Br)ccc2oc1=N)c1ccccc1 (stereo not drawn)	-1.2	-13	0.1	-2	-2	-3	0	7	-8
O=C(Nc1cccc(Oc2ccccc2)c1)C1Cc2c(-c3ccco3)ccnc2O1 (stereo not drawn)	x	-5	x	-2	x	-9	1	8	x
O=C(Nc1ccccc1)OC1CC2CC1C1CCCC21 (stereo not drawn)	-0.7	-23	0.8	-7	-21	7	-1	-4	-4
CCOC(=O)C1CCN(C(=O)COc2cccc3ccccc23)CC1	1.4	-8	2.8	-2	-12	3	7	-2	-10
COc1ccc(C(=O)OCCCOC(=O)c2ccc(OC)cc2OC)c(OC)c1	0.5	-12	3.5	-1	-4	-2	0	1	0
CCN(CC)C(=O)N1CCN(S(=O)(=O)c2ccc(C)cc2)CC1	0.9	-3	0.9	-5	-15	-8	4	11	-6
O=C(NCC(NS(=O)(=O)OCC(Cl)(Cl)Cl)c1ccccc1)C(F)(F)F (stereo not drawn)	4.9	12	1.6	1	-8	3	11	2	-9
CN(C)CCNc1ncnc2c1ncn2[C@H]1CN(Cc2ccncc2)C[C@@H](CO)O1	x	-5	x	-1	x	-8	3	11	x

The results go on.
Structure	OXTR agonist	TAAR1 antag	V1R ag counter	M1 ag	CHO parental Ca	M1 antag	TAAR1 agonist	CHRM1 PAM	OXTR potentiate
Cc1cc(C)c(S(=O)(=O)Nc2ncn[nH]2)c(C)c1	x	-27	x	-3	x	-12	1	8	x
CCC(=O)N(Cc1cc(=O)[nH]c2ccccc12)c1ccccc1OC	-0.6	-24	-0.7	-3	4	-6	4	17	-5
COc1ccc(C2=NOC(Cn3nc(C(=O)NCc4ccc(C)cc4)cc3-c3ccccc3)C2)cc1 (stereo not drawn)	2.8	58*	2.2	-3	1	28	12	-13	-14
CC(C)c1ccc(NC(=O)C2=CC=CN3CCS(=O)(=O)N=C23)cc1	x	-17	x	0	x	-7	8	4	x
CC(Sc1n[nH]c(N)n1)C(=O)NC1CCCCC1C (stereo not drawn)	-0.1	-4	0.9	-1	-3	7	0	1	-11
Cc1ccc(S(=O)(=O)N2CCC(C(=O)NNS(=O)(=O)c3ccc(Cl)cc3)CC2)cc1	0.6	-9	-2.4	-5	-17	-6	1	-7	-2
COCCN(C(=O)c1c(C)noc1C)c1c(N)n(CC(C)C)c(=O)[nH]c1=O	1.7	6	0.0	-4	-10	-8	-1	7	3
O=C(Cc1cccs1)N/N=C/C=C/c1ccccc1	-1.5	-5	0.9	-4	-6	-1	4	3	-8
CC(=O)Nc1ccccc1C(=O)C(=O)Nc1cccc(C(=O)NCc2ccccc2)c1	2.5	-9	-0.1	-6	-20	6	3	-3	-8
CC(CNS(=O)(=O)c1ccc2c(c1)CC(=O)N2C)c1ccccc1 (stereo not drawn)	1.7	-17	0.2	-1	-11	2	21	-5	-17
CCCN(C(=O)COC(=O)CCOc1ccccc1C)c1c(N)n(Cc2ccccc2)c(=O)[nH]c1=O	-0.3	-6	0.0	-3	-14	-1	2	5	-14
Cc1noc(C)c1COc1ccc(CC(=O)NCCc2ccccc2)cc1	-0.5	7	0.2	-15	-3	1	2	3	-3

Next part
Structure	OXTR agonist	TAAR1 antag	V1R ag counter	M1 ag	CHO parental Ca	M1 antag	TAAR1 agonist	CHRM1 PAM	OXTR potentiate
COC(=O)c1sc(-c2ccc(C(C)(C)C)cc2)cc1NC(=O)COCC(=O)O	3.9	50*	4.6	-1	-4	-10	9	1	-5
CCc1ccccc1NC(=O)c1cc([N+](=O)[O-])ccc1N1CCOCC1	-0.7	-4	-2.0	-1	-15	-4	-2	2	4
COc1cccc2[nH]c(C(=O)NCc3ccccc3)cc12	-1.2	-6	0.2	-3	-13	13	-1	-9	-5
O=C(Nc1ccncc1)c1cccs1	1.5	-9	0.0	-5	6	2	-1	-3	1
COc1ccccc1N1CCN(S(=O)(=O)CCNC(=O)C23CC4CC(CC(C4)C2)C3)CC1	0.9	58*	6.1	4	-14	28	16	-14	-13
CN(C)c1nc(N)nc(-c2ccco2)n1	2.6	-9	1.1	-1	-17	-40	13	5	-4
O=c1ccc(-c2ccc([N+](=O)[O-])cc2)nn1-c1ccccc1	-1.0	7	-1.0	-5	4	10	-1	-8	-10
CNC(=O)C(=O)N/N=C/c1ccc(Br)cc1	-0.8	-13	0.9	-4	-12	22	9	-6	6
CCOc1ccc(NC(=O)CN2C(=O)C(C)SC(C)C2=O)cc1 (stereo not drawn)	0.0	-9	0.4	-2	4	3	1	11	3
Cc1ccc(CNC(=O)C2CCC(=O)N(Cc3ccccc3F)C2)s1 (stereo not drawn)	1.2	-37	2.2	-2	-6	-11	5	7	-3
COc1ccc(Cl)cc1NC(=O)CN1CCN(S(=O)(=O)c2ccc(F)cc2)CC1	0.0	-23	3.6	-3	-16	-8	3	9	-7
COc1cc(/C=C2\SC(=O)N(Cc3ccc(F)cc3)C2=O)cc([N+](=O)[O-])c1O	x	-16	x	-5	x	16	2	-12	x

The closing 3 records of the part above open the next one.
Structure	OXTR agonist	TAAR1 antag	V1R ag counter	M1 ag	CHO parental Ca	M1 antag	TAAR1 agonist	CHRM1 PAM	OXTR potentiate
Cc1ccc(CNC(=O)C2CCC(=O)N(Cc3ccccc3F)C2)s1 (stereo not drawn)	1.2	-37	2.2	-2	-6	-11	5	7	-3
COc1ccc(Cl)cc1NC(=O)CN1CCN(S(=O)(=O)c2ccc(F)cc2)CC1	0.0	-23	3.6	-3	-16	-8	3	9	-7
COc1cc(/C=C2\SC(=O)N(Cc3ccc(F)cc3)C2=O)cc([N+](=O)[O-])c1O	x	-16	x	-5	x	16	2	-12	x
CCNc1nc(N)nc(Oc2ccc(OCc3ccccc3)nn2)n1	0.2	-17	-0.3	-2	-3	11	9	-5	-7
Cc1ccc(SCC(=O)NCCN2C(=O)CSC2=O)c(C)c1	-1.5	1	-0.2	-3	-7	-4	1	-4	-9
CCCCSc1cc(C)nc(N)n1	-2.4	-25	-1.0	-5	8	3	0	-2	3
O=S(=O)(Cc1nnnn1-c1ccc(Br)cc1)c1ccc(F)cc1	0.8	-13	2.5	-2	-8	-2	2	1	-13
Cc1ccc(S(=O)(=O)c2nnn3c2nc(N2CCOCC2)c2ccccc23)c(C)c1	-0.1	-4	-0.3	-2	-15	-6	-1	9	0
O=C(c1ccco1)N1CCN(C(=O)c2[nH]ncc2[N+](=O)[O-])CC1	0.5	-8	2.3	1	2	-14	1	11	-3
CC(=O)N1CCN(C(=O)c2ccc(NS(=O)(=O)c3ccc4c(c3)OCCO4)cc2)CC1	2.5	-21	0.2	-5	8	-2	3	5	6

Screening results as filed in PubChem BioAssay.
